# Assay outcomes: PubChem, Broad Institute
# CAL PDZ FP-1 = blocks peptide binding to the human CAL PDZ domain; AID 602252; Q9HD26; hit rate 0.92% among 300,000; purified CAL PDZ, TMR-peptide fluorescence polarization, 1 h; inhibition, % at 24.9 µM;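 active = mean inhibition of at least 30% with at least half of replicates also reaching 30%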;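 note: 0% = DMSO neutral control and 100% = excess unlabeled competitor peptide PRC23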
# NSD2 HMT inh = inhibitors of human histone methyltransferase NSD2 | inhibition, % at 12.5 µM | hit rate 0.54% among 310,000 | NSD2 peptide methylation, AlphaScreen, 120 min; in the data active = inhibition above about 50%
# PfHsp90 set2 = growth inhibition of yeast expressing Plasmodium Hsp90; S. cerevisiae expressing PfHsp90, BacTiter-Glo ATP, 48 h; yeast lacking PDR1 and PDR3 efflux regulators; inhibition, % at 9.4 µM; hit rate 0.32% among 310,000; AID 504621;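 active = every replicate shows inhibition above about 80%, whatever the replicate mean, limit read from the data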;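 note: 0% = DMSO neutral controls and 100% = 20 µM radicicol positive controls; yeast relying on Plasmodium falciparum Hsp90 in place of its own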
# PvdQ inh = P. aeruginosa PvdQ acylase inhibition; AID 488965; hit rate 0.063% among 340,000; purified PvdQ acylase, fluorescence plate reader; inhibition, % at 10 µM; in the data active = inhibition above about 30%, passing the limit was not always enough;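 note: 0% = vehicle neutral wells and 100% = reference inhibitor wells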
# SR-BI uptake up = SR-BI HDL lipid transfer activation | activation, % at 12.5 µM | CHO ldlA[mSR-BI] cells, DiI-HDL uptake fluorescence, 3 h; 100 = double the neutral-control signal | hit rate 0.096% among 320,000;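 active = mean replicate activation of at least 60% and every replicate at or above 60%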;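 note: 0% = median plate neutral-control signal and 100% = twice that signal; values of inactives mirror those of a sister screen read the other way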
#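 system = CHO ldlA[mSR-BI] cells, LDL receptor-null, SR-BI overexpressing | medium = Ham's F12 with 0.5% BSA, HEPES 25 mM, pH 7.4 | probe or stimulus = DiI-HDL 10 µg/mL | compound dosing = single-point compound dose | incubation = compound exposure 3 h, 37 °C | technique = DiI fluorescence, bottom read | read-out = cell-associated DiI fluorescence as measure of HDL uptake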
# Rtt109 HAT inh = C. albicans Rtt109 histone acetyltransferase inhibition; Q5AAJ8; AID 540336; purified Rtt109/Vps75, ThioGlo CoA-SH fluorescence, 4 h; inhibition, % at 34.9 µM; hit rate 0.16% among 330,000;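 active = inhibition of at least 50% in every replicate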
# Target sequence (Q5AAJ8 whole entry, looked up): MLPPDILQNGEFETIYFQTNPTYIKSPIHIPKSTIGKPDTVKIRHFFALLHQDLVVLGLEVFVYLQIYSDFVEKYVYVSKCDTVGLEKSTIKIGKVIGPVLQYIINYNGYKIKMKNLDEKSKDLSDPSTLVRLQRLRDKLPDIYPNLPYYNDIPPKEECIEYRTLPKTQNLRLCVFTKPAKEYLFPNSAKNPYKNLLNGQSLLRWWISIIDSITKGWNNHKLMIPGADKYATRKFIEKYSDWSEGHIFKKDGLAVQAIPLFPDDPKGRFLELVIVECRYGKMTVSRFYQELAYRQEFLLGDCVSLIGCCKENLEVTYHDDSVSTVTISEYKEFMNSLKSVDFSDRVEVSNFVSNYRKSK
# dFosB activator = enhances mouse delta FosB homodimer DNA binding; activation, % at 25 µM; purified delta FosB, TAMRA-CDK5 oligo fluorescence polarization; percent of positive-control signal above neutral wells; hit rate 0.99% among 340,000; AID 493131;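 active = mean activation above about 17%, with every replicate also reaching it, limit read from the data, passing the limit was not always enough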;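 note: fluorescence polarization rise as delta FosB binds a TAMRA Cdk5 AP-1 oligo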
# Target sequence (P13346 whole entry, looked up): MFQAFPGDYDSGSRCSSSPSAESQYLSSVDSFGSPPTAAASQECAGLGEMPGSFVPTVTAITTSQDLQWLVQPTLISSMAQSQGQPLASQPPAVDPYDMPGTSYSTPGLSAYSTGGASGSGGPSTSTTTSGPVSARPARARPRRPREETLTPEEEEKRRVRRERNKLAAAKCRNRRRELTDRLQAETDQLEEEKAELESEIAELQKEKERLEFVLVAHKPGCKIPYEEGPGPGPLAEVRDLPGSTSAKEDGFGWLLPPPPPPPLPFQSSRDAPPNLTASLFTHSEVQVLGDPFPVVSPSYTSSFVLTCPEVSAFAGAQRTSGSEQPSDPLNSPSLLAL
# SR-BI DiI inh = inhibitors of mouse SR-BI mediated HDL lipid uptake. hit rate 0.96% among 320,000. ldlA[mSR-BI] CHO cells, DiI-HDL uptake fluorescence, 3 h. inhibition, % at 12.5 µM;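 active = mean replicate inhibition of at least 70% and a set share of replicates each scoring 70 or more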;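 note: 0% = median of neutral control wells and 100% = median of positive control wells; values of inactives mirror those of a sister screen read the other way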
# MITF TRPM1 HTS = activators of MITF-driven TRPM1 promoter activity in SK-MEL-5 cells | hit rate 0.75% among 300,000 | AID 588334 | activation, % at 12.5 µM | SK-MEL-5 TRPM1-promoter luciferase, 24 h; % of positive control, neutral wells = 0;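 active = mean activation of at least 80% with every replicate also reaching 80%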;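 note: 0% = neutral control wells and 100% = parthenolide positive control wells; values of inactives mirror those of a sister screen read the other way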
# CAL PDZ FP-2 = inhibitors of human CAL PDZ peptide binding; Q9HD26; purified CAL PDZ, TMR-peptide fluorescence polarization, 1 h; inhibition, % at 20 µM; hit rate 0.02% among 330,000; AID 504414;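 active = highest replicate inhibition of at least 40%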;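 note: plate controls were DMSO neutral control wells for no effect and unlabeled competitor peptide control wells for full effect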
#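 Assay system – tagged CAL PDZ protein CerCALP, purified · Timing – 1 h at RT · Compound – single point, 20 µM · Measured by – fluorescence polarization from S- and P-plane intensities, G-factor corrected · Evaluation – inhibition from polarization loss · Probe or stimulus – TMR reporter peptide T*-PRC34 · Buffer or medium – pH 7.4 phosphate-saline buffer, reducing agent, detergent, IgG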
# Starred values were filed as active, the others as inactive; i = inactive; · = no result given.
Structure	CAL PDZ FP-1	NSD2 HMT inh	PfHsp90 set2	PvdQ inh	SR-BI uptake up	Rtt109 HAT inh	dFosB activator	SR-BI DiI inh	MITF TRPM1 HTS	CAL PDZ FP-2
Cc1ccc(NC(=O)CCC(=O)N2CCC(C)CC2)c([N+](=O)[O-])c1	1	0	-12	6	14	-1	-7	-14	0	-2.5
COC(=O)CCCCC(=O)OC	-3	·	8	21	5	-19	0	-5	-4	1.3
CC1(C)Cc2c(sc3c2c(=N)n(Cc2ccco2)c(=O)n3Cc2ccc(F)cc2)CO1	-4	1	-2	-6	5	6	14	-5	-13	-2.0
CC(=O)c1cccc(NC(=S)NC(=O)Cc2ccc(Cl)cc2)c1	-1	5	-21	-9	-8	1	-12	8	·	-1.1
CCOC(=O)N1CCC(N2CCN(S(=O)(=O)c3ccc(OC)cc3)CC2)CC1	-5	21	2	-12	31	-2	-9	-31	-3	-1.7
CC(=O)N1CCC(N(CCN2CCOCC2)C(=O)Nc2ccc(Cl)c(Cl)c2)CC1	-7	·	-18	-4	12	-2	-4	-12	-7	-0.3
CS(=O)(=O)N1CCc2cc(C(=O)Nc3ccc(Cl)cc3)ccc21	0	1	-9	-13	-63	-2	3	63	·	2.2
COc1cc(O)c2c(c1)COC2=O	4	0	21	-9	19	4	4	-19	2	-0.4
O=C(Nc1ccc(N2CCOCC2)cc1N1CCOCC1)c1cccs1	-6	3	-1	1	-13	-5	-1	13	·	-0.8
COc1ccc(N2CCN(C(CNC(C)=O)c3ccc4c(c3)OCO4)CC2)cc1 (configuration not stated)	·	1	-29	7	-3	6	-2	3	2	-1.0
CCOC(=O)N1CCN(C(=O)CN(C)S(=O)(=O)c2ccc3c(c2)c(=O)n(C)c(=O)n3C)CC1	·	-1	-9	-4	28	-4	-7	-28	-12	0.5
COCCCn1c(=S)[nH]c2sc3c(c2c1=O)CCCS3	-2	9	12	-1	7	-16	-4	-7	7	0.6
Cc1nc2cc(F)ccc2n1C1CCN(S(=O)(=O)c2ccccc2)CC1	-3	1	·	-16	5	-16	-3	-5	·	-1.8
Cn1c(CCn2ccccc2=O)nc2cc(NC(=O)COc3ccccc3)ccc21	2	-11	-10	-3	3	-2	-9	-3	12	-1.5
CCCC(=O)NC(=S)Nc1ccc(N2CCOCC2)c(Cl)c1	0	-3	-19	-4	-3	6	-3	3	3	-1.8
CCOc1ccc2nc(CN3CCN(Cc4ccccc4OCC)C(CCO)C3)ccc2c1 (configuration not stated)	-4	5	-7	-17	-24	6	-9	24	-13	·
Nc1ccc(N=Nc2ccc(N)cc2)cc1	0	4	18	-6	-6	0	-8	6	8	-0.1
O=C(Nc1ccc2c(c1)oc1ccccc12)c1ccc(Br)o1	2	-2	-11	3	·	-8	11	·	76	-1.2
CC(=O)c1ccc(NC(=O)C(C)Sc2ccccn2)cc1 (configuration not stated)	-1	·	·	-15	4	8	-3	-4	31	-0.5
O=C(CSc1nnc(Nc2ccccc2F)s1)NC1CCCC1	-3	-2	-2	-16	·	-17	-1	10	14	-2.8
COC(=O)c1ccc(/C=C/c2c(-c3ccc(OC)cc3)oc3ccc(N4CCOCC4)cc23)cc1	0	·	0	-5	-14	-11	-4	14	12	0.5
COc1cccc(NC(=O)CSc2nc3c([nH]c4ccccc43)c(=O)n2C)c1	-2	-6	11	-1	-38	-3	10	38	-20	-1.5
CC(Sc1nnc(C2CC2)n1C)C(=O)Nc1ccc(N2CCOCC2)cc1 (configuration not stated)	0	0	·	8	15	1	-1	-15	12	0.9
COCCCNC(=S)NNC(=O)c1cc(-c2ccncc2)nc2ccccc12	0	-1	9	-15	31	-4	-10	-31	1	-2.6
Cc1ccc(-n2nc(C)c3c2OC(N)=C(C#N)C3c2ccco2)cc1 (configuration not stated)	1	6	17	5	27	20	3	-27	-1	-0.6
CCOc1ccc(CCNC(=O)c2oc3c(c2C)-c2[nH]ncc2CC3)cc1OCC	-2	·	2	-7	-39	10	-4	39	2	0.4
O=C(COC(=O)CN1C(=O)C2CCCCC2C1=O)Nc1ccc(S(=O)(=O)N2CCOCC2)cc1 (configuration not stated)	-3	-3	-24	6	8	-3	-2	-8	-8	0.9
COc1ccc(C(=O)NC(C)CCc2ccccc2)c(OC)c1 (configuration not stated)	-7	-2	3	-18	-14	0	-9	14	6	·
COc1ccc(/C(C)=N/NC2=NCCN2)cc1Cl	0	5	-6	-24	3	5	-12	-3	3	-2.6
CCN1C(=O)NC(c2ccccc2)(c2ccccc2)C1=O	-1	-3	-4	9	1	3	0	-1	·	-0.4
Cc1nnc(SCC(=O)Nc2ccc(S(=O)(=O)Nc3ccc(Cl)nn3)cc2)s1	·	22	-19	-9	26	-2	-6	-26	-5	-2.1
COc1cc(/C=C2\SC(=Nc3ccc(Cl)c(C(=O)O)c3)NC2=O)c(Br)c(Br)c1O	0	48	-39	4	2	32	-20	-2	-1	-0.4
CCN(CC(=O)Nc1cccc(C#N)c1)CC(=O)Nc1cccc(OC)c1	7	-3	-6	3	4	16	-10	-4	13	0.1
Cc1ccc(C2=NN(CCC(=O)NC3CCCC3)C(=O)CC2)cc1	3	-4	25	-16	10	-18	2	-10	-10	-0.2
COc1ccc(CNc2ncc(-c3ccc(F)cc3)n2C)cc1OC	-5	3	4	-6	-11	3	3	11	·	-1.3
CCN(c1ccccc1)S(=O)(=O)c1ccc(NC(=O)C(C)(C)C)cc1	0	-1	-11	-6	-15	5	0	15	-3	0.0
COC(=O)CSc1nnc([C@H](CC(C)C)NC(=O)OC(C)(C)C)o1	-3	2	-8	-1	-3	-9	-6	3	·	0.5
CCOc1ccc(OCc2ccc(C(=O)N/N=C(\C)c3ccccn3)cc2)cc1	3	-3	6	0	-32	·	-5	32	-24	-1.1
COc1ccccc1C(=O)N/C(=C/c1ccccc1)C(=O)Nc1ccc(C(=O)O)cc1	8	·	-19	-27	6	-2	-11	-6	8	-1.1
Cc1ccc(NP(=O)(c2ccc(N(C)C)cc2NC(=O)c2cccs2)N2CCOCC2)cc1 (configuration not stated)	-3	0	-14	6	26	28	-6	-26	-1	-1.2

# Overlap with the part before: 2 entries, then new ones.
Structure	CAL PDZ FP-1	NSD2 HMT inh	PfHsp90 set2	PvdQ inh	SR-BI uptake up	Rtt109 HAT inh	dFosB activator	SR-BI DiI inh	MITF TRPM1 HTS	CAL PDZ FP-2
COc1ccccc1C(=O)N/C(=C/c1ccccc1)C(=O)Nc1ccc(C(=O)O)cc1	8	·	-19	-27	6	-2	-11	-6	8	-1.1
Cc1ccc(NP(=O)(c2ccc(N(C)C)cc2NC(=O)c2cccs2)N2CCOCC2)cc1 (configuration not stated)	-3	0	-14	6	26	28	-6	-26	-1	-1.2
Cc1nn2c(=O)cc(CSc3ccccc3NC(=O)c3ccccc3F)nc2s1	1	0	-8	-3	11	-8	-5	-11	17	-0.4
COc1ccc(NC(=O)CN(C)C(=O)C2(c3ccccc3)CCCC2)cc1	-2	-2	-6	-1	22	-5	-6	-22	-40	-0.2
COc1ccc(/C(O)=C2\C(=O)C(=O)N(Cc3ccco3)C2c2cc(OC)ccc2OC)cc1 (configuration not stated)	0	2	-2	-16	4	13	-1	-4	8	-3.3
COc1cc(NCCCn2ccc(NC(=O)OCc3ccccc3)nc2=O)cc(OC)c1OC	-1	·	-10	-27	-23	5	-15	23	-3	-1.2
CC(=O)c1ccc(NC(=O)C(C)N(C)CC(=O)Nc2ccccc2Cl)cc1 (configuration not stated)	1	-1	6	-4	-44	6	-12	44	-5	-2.5
COC(=O)/C(N=Nc1cccc(C(F)(F)F)c1)=C(\C)O	-2	-1	-19	-8	-10	-1	2	10	-19	0.0
c1ccc(-c2noc(CN3CCN(c4cnccn4)CC3)n2)cc1	-1	-2	0	-3	21	13	-4	-21	1	-0.7
Cn1ccnc1SCC(=O)Nc1cccc(O)c1	0	-1	10	7	43	10	6	-43	19	-0.6
COc1ccc(S(=O)(=O)NC2CC2)cc1-n1cnnn1	4	-1	-6	1	12	-1	-3	-12	2	-1.0
O=C(OCc1nc2ccc(Cl)cc2n1CCO)c1ccccc1C(=O)c1ccccc1	-2	-2	-22	-7	39	12	-1	-39	-11	-1.6
Cc1ccc(CN(c2ccc(C(=O)NCc3ccccn3)cc2)S(C)(=O)=O)cc1	·	1	9	9	-11	-4	4	11	-1	-1.3
CC(C)c1nc2sc3c(SCC(=O)NCc4ccco4)ncnc3c2c2c1CCC2	-3	1	-23	-5	-15	14	-24	15	8	-2.5
Nc1ccc2c(C(F)(F)F)cc(=O)oc2c1	-5	-1	-18	-11	-19	i	-3	19	1	·
COc1ccc(C2=NOC(Cn3nc(C(=O)NCc4cccc(C(F)(F)F)c4)cc3-c3ccccc3)C2)cc1 (configuration not stated)	5	·	10	11	-31	-5	2	31	14	-0.4
O=C(CCc1ccc(S(=O)(=O)N2CCCCC2)cc1)c1nnc(-c2ccccc2)o1	-3	5	-13	-19	-1	-31	-1	1	1	-0.3
COC(=O)Cc1[nH]nc2c1C(c1cc(OC)c(OC)c(OC)c1)C(C#N)=C(N)O2 (configuration not stated)	-5	-1	0	-15	2	1	-1	-2	2	-1.2
O=C1NC(=S)S/C1=C/c1ccc(OC(=O)c2ccco2)cc1	2	1	11	-12	20	-5	11	-20	8	-3.2
COc1ccc2c(c1)-c1ccccc1S(=O)(=O)N(C)C2	-2	·	3	-3	6	10	0	-6	10	0.8
COc1cc(C2Nc3ccccc3NC3=C2C(=O)CC(C)(C)C3)cc(OC)c1OC(C)=O (configuration not stated)	1	-1	15	-5	5	3	-1	-5	24	0.3
COc1cccc(CN2CC(C(=O)NCc3cnn(C)c3)CCC2=O)c1 (configuration not stated)	-1	1	-10	-12	5	-3	-2	-5	-1	-2.2
Cc1cccc(NNC(N)=S)c1C	-2	-9	-7	-8	6	-7	-1	-6	-9	0.1
Cc1cc(NC(=O)Cn2nc(-c3ccccc3F)ccc2=O)ccc1-n1cnnn1	·	-5	3	-8	-16	3	-10	16	5	-1.4
COc1ccc(OC)c(C2CC(=O)NC(SC)=C2C#N)c1 (configuration not stated)	·	·	9	-18	9	-1	1	-9	6	0.2
COC(=O)c1c(N2C(=O)CC(Sc3ccccc3C(=O)O)C2=O)sc2c1CCCC2 (configuration not stated)	-3	4	-1	-1	7	2	0	-7	10	0.1
CCN(CC)C(=O)[C@H]1C[C@H](CC(=O)NCCN2CCOCC2)C(=O)N2CCc3c([nH]c4cc(CCC(=O)N(C)C)ccc34)[C@]12C	-3	·	-14	3	-7	1	0	7	7	0.3
